# Nrf2 activator – qHTS of Nrf2 Activators; AREc32 ARE-luciferase reporter (MCF7-derived line), luminescence, 24 h; Potency, µM (highest dose often 46.1 µM), for inactives: top-dose activation, hits mostly activators; 410,000 compounds, 0.31% hits; note: potency is the fitted concentration of half-maximal effect; % of control where 0% means no effect; nearly all actives have a fitted effect of over 65% in size
#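 ARE activation measured as luciferase luminescence (Steady-Glo, 30 min RT) in AREc32_Fluc cells after 24 hr compound exposure at 37 deg C, 5% CO2; cells seeded overnight at 1000/well in OPTI-MEM, 5% FBS.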
# MCF10A rereplic – A quantitative high throughput screen for small molecules that induce DNA re-replication in MCF 10a normal breast cells; 350,000 compounds, 2.9% hits; AID 624296, 2012; Potency, µM (doses to about 46.1 µM), without a hit: at the highest dose activity, positive = re-replication, hits mostly activators; MCF 10A DNA re-replication, Hoechst nuclear intensity, 48 h; note: potency is the fitted concentration of half-maximal effect; % of control where 0% means no effect; nearly all actives have a fitted effect of over 50% in size
# HepG2 viability – qHTS for Inhibitors of TGF-b: Cytotox Counterscreen; HepG2 CAGA-GFP viability, ATP luminescence, 18 h; Potency, µM (series often up to 46.1 µM), without a hit: top-dose activity change, negative = cytotoxicity, actives largely listed as cytotoxic; 410,000 compounds, 0.76% hits; note: potency is the fitted concentration of half-maximal effect; some results filed as inactive show a strong effect at the top dose
#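 HepG2 CAGA-GFP cells (1000/well, DMEM with 1% FBS) received compound, then TGF-beta at 500 pg/mL final, and were incubated 18 hours at 37 degrees C. Viability was read by CellTiter-Glo luminescence. Media-only wells were set as complete cell-killing and DMSO as no toxicity.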
# A549 tox – Nrf2 qHTS screen for inhibitors: counterscreen for cytotoxicity; 390,000 compounds, 0.16% hits; A549 ARE-Fluc cells, CellTiter-Fluor viability, 18-24 h; Potency, µM (top dose mostly 46 µM), for the others: top-dose activity change, negative = cytotoxicity, hits mostly inhibitors; note: potency is the fitted concentration of half-maximal effect; % is set by controls: 0 for no effect and ±100 for the full control effect
#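 Cytotoxicity counterscreen: CellTiter-Fluor fluorescence was measured in A549 ARE_Fluc cells after 18-24 h of compound exposure in a concentration series. The subsequent BugLite luminescent read reports ARE-luciferase activity.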
# ATXN2 expr inh – Primary qHTS for Inhibitors of ATXN expression; Potency, µM (highest dose often 57 µM), without a hit: top-dose activity change, negative = inhibition, actives largely listed as inhibitors; 360,000 compounds, 0.72% hits; HEK-293 ATXN2-luciferase reporter, luminescence, 24 h; AID 1745845, 2022; note: potency is the fitted concentration of half-maximal effect; % is set by controls: 0 for no effect and ±100 for the full control effect; nearly all actives have a fitted effect of over 55% in size
#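 qHTS (up to 57 uM final) was run with 24 h compound exposure of reporter cells at 37 °C. Each well was multiplexed: SteadyGlo luminescence measured ATXN2-luciferase expression after a fluorogenic Gly-Phe-AFC viability readout (25 uM final).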
# S2 tox – Viability Counterscreen for Primary qHTS for Inhibitors of ATXN expression; Potency, µM (highest dose often 56.7 µM), usual class: cytotoxic; 400,000 compounds, 0.49% hits; S2 cells (HEK-293 line with an ATXN2-luciferase reporter) viability, CellTiter-Fluor protease fluorescence, 24 h; AID 651635, 2014; note: potency is the fitted concentration of half-maximal effect; nearly all actives have a fitted effect of over 40% in size
# IL-1B inflam inh – qHTS for Inhibitors of Inflammasome Signaling: IL-1-beta AlphaLISA Primary Screen. 360,000 compounds, 4.7% hits. activity change, % at 57.5 µM. THP-1 LPS/ATP IL-1B secretion, AlphaLISA, 16 h; active compounds read low; in the data active = activity change below about -50%; inconclusive = mostly about -30% to -49%; note: % is set by controls: 0 for no effect and ±100 for the full control effect
#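 Secreted IL-1B measured by AlphaLISA bead assay after 16 h compound exposure of THP-1 cells; compounds (final up to 57.5 uM) added 1 h before LPS (250 ng/mL) and ATP (1.25 mM) stimulation; lower signal means less secretion.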
# Nrf2 block – Nrf2 qHTS screen for inhibitors | A549 ARE-Fluc reporter, luciferase luminescence, 18-24 h | Potency, µM (highest dose often 46 µM), without a hit: top-dose activity change, negative = inhibition, hits mostly inhibitors | 360,000 compounds, 2.1% hits | AID 504444, 2011; note: potency is the fitted concentration of half-maximal effect; % is set by controls: 0 for no effect and ±100 for the full control effect; nearly all actives have a fitted effect of over 60% in size
#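 In this cell-based qHTS, ARE-driven firefly luciferase in A549 cells reports Nrf2 activity; the luminescent signal after BugLite lysis is the measured value, with a prior CellTiter-Fluor read for cell health.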
# TGFb SMAD3 inh – qHTS for Inhibitors of TGF-b. Potency, µM (top dose mostly 46.1 µM), without a hit: at the top dose activity, negative = inhibition, actives largely listed as inhibitors. HepG2 CAGA-GFP TGF-b/SMAD3 reporter, GFP fluorescence, 18 h; TGF-beta stimulated, 500 pg/mL final. AID 588855, 2011. 410,000 compounds, 1.2% hits; note: potency is the fitted concentration of half-maximal effect; % is set by controls: 0 for no effect and ±100 for the full control effect; nearly all actives have a fitted effect of over 65% in size
#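 Inhibition was scored as loss of TGF-beta-induced (500 pg/mL final, 18 hours, 37 degrees C) GFP in HEPG2 cells carrying a CAGA-GFP reporter, in DMEM with 1% FBS. Well GFP was summed per cell; Activity was normalised to unstimulated and stimulated DMSO wells, then concentration-response fitting.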
# The depositor's hits bear a star; i = inactive; ? = inconclusive; nt = not tested or not shown; [ ] = another dose, or the depositor's remark. Unless noted, calls come from the whole dose curve; as a rule, active = well fitted curve in the direction sought with a large enough effect; inconclusive = small, poorly fitted or top-dose-only effect, or another doubt; inactive = no such curve, though single readings can be large; an effect the other way counts as inactive or inconclusive.
SMILES,Nrf2 activator,MCF10A rereplic,HepG2 viability,A549 tox,ATXN2 expr inh,S2 tox,IL-1B inflam inh,Nrf2 block,TGFb SMAD3 inh
Cc1ccc(C(OC(=O)c2ccco2)C(=O)NC2CCCCC2)cc1 (stereo unspecified),-0.7%,2%,-33%,-1%,1%,i,-23,-5%,-1%
O=C(O)COc1ccccc1/C=N/NC(=O)CN1CCN(S(=O)(=O)c2ccc(Br)cc2)CC1,-0.4%,1%,2%,-5%,-1%,i,-15,-3%,-19%
NC(=O)c1cc2cc(Cl)ccc2oc1=Nc1cccc(C(F)(F)F)c1,24%,2%,-16%,1%,-1%,i,-13,-10%,-6%
Cc1c(C)c2ccc(OCC(=O)N3CCN(c4cccc(Cl)c4)CC3)cc2oc1=O,-0.2%,1%,-13%,0%,nt,i,-3,-5%,?
Cc1ccc(NC(=O)c2c(-c3ccccc3Cl)noc2C)nc1,-0.7%,7%,-2%,6%,-16%,i,48,-12%,0%
O=C(Nc1cccc(-c2nc3ccccc3o2)c1)c1ccc(N2C(=O)C3C4C=CC(C4)C3C2=O)cc1 (stereo unspecified),-0.7%,?,-17%,?,-19%,i,65,9.2µM*,-3%
CCc1ccccc1NC(=O)CCNC(=O)Cn1ccc2ccccc2c1=O,-0.3%,10%,-4%,-12%,-12%,i,14,-14%,11%
Cc1ccc2c(c1)C(=O)CC(O)(C(F)(F)F)O2 (stereo unspecified),0.4%,3%,7%,1%,-15%,i,1,2%,1%
Cc1ccccc1N1CC(C(=O)Nc2ccc(S(=O)(=O)NCC3CCCO3)cc2)CC1=O (stereo unspecified),-0.5%,-2%,-21%,2%,-3%,i,20,-3%,?
CCc1ccc(C(=O)c2cn(CC(=O)Nc3cc(F)ccc3F)c3nc(C)ccc3c2=O)cc1,0.1%,nt,-22%,-1%,2%,i,nt,-20%,-3%
O=C1Nc2ccc(F)cc2C12SCCS2,23%,7%,-31%,-1%,-11%,i,-11,-27%,?
COc1ccc(-c2c(C)nn3c(N)c(-c4ccccc4)cnc23)cc1OC,6.0%,0%,-9%,-11%,nt,i,?,?,21%
C=CCOc1ccc(/C=C/C(=O)OCC(=O)NCC(=O)Nc2c(C)cc(C)cc2C)cc1,-0.4%,2%,6%,0%,6%,i,9,-1%,0%
CCC(C(=O)Nc1ccc(C(=O)N2CCCC2)cc1)c1ccccc1 (stereo unspecified),-0.7%,21%,-4%,1%,-17%,i,19,?,5%
CC1CCN(C(=O)C(C)NCc2ccc(F)cc2)CC1 (stereo unspecified),-0.2%,7%,9%,-12%,-20%,i,11,-9%,1%

# Some values from the list:
# CCc1ccc(C(=O)c2cn(CC(=O)Nc3cc(F)ccc3F)c3nc(C)ccc3c2=O)cc1 in ATXN2 expr inh is listed with 2%
# Cc1ccc(C(OC(=O)c2ccco2)C(=O)NC2CCCCC2)cc1 (stereo unspecified) in TGFb SMAD3 inh is listed with -1%

# (list continues)
SMILES,Nrf2 activator,MCF10A rereplic,HepG2 viability,A549 tox,ATXN2 expr inh,S2 tox,IL-1B inflam inh,Nrf2 block,TGFb SMAD3 inh
COc1ccc(OCCC(=O)OCC(=O)NCc2ccccc2)cc1,-0.8%,1%,-7%,0%,17%,i,5,?,12%
Clc1cccc2sc(N3CCOCC3)nc12,0.8%,7%,-11%,9%,38%,i,-24,?,0%
Fc1ccc(NCc2cccnc2)cc1,0.1%,8%,11%,-4%,-2%,i,-7,-6%,6%
Clc1ccc2nc(-c3ccccc3)c(Cc3ccsc3)n2c1,3.8%,nt,-4%,nt,22%,i,65,nt,-26%
CSc1ccc(Cn2c(C)c(C(=O)NCc3cccc(C(F)(F)F)c3)sc2=O)cc1,4.2%,nt,-9%,nt,-14%,i,-12,nt,-27%
CCc1ccc(S(=O)(=O)c2cn(Cc3ccccc3)c3cc(N4CCCC4)c(F)cc3c2=O)cc1,0.1%,nt,2%,-3%,nt,nt,nt,6%,-9%
C/C(=N\NC(=O)C1CC1)c1ccc(Cl)cc1,2.7%,-5%,-1%,-5%,-15%[11.3 µM],i,-22,?,2%
O=C1CC(=C(c2ccccc2)c2ccccc2)C(=O)N1CCCCN1CCN(c2cccc(Cl)c2)CC1,-0.5%,?,-19%,-25%,2%,i,?,-13%,?
CC(=O)Nc1ccn(-c2ccccc2)n1,0.3%,-21%,7%,1%,32%,i,41,14%,-22%
Cc1cc(C)n(CCc2nc(-c3ccc(-c4ccccc4)cc3)cs2)n1,2.5%,?,-19%,?,9%,i,?,?,-21%
CCNC(=O)C1(C)CCCN1C(=O)c1cnc2ccccc2n1 (stereo unspecified),0.0%,nt,4%,nt,1%,i,21,nt,4%
COC(=O)C1=C(C)NC(=S)NC1c1ccc(OCC(=O)N2CCCCC2)c(OC)c1 (stereo unspecified),-0.9%,-9%,0%,-8%,-4%,i,i,-7%,10%
O=C(O)c1cccc(Nc2ccc([N+](=O)[O-])c3nonc23)c1,-0.3%,-36%[inhibitor],6%,?,5%,16µM*,3,0%,3%
CN(C)S(=O)(=O)c1ccc(C(=O)NCc2ccc3[nH]c4c(c3c2)CCCC4)cc1,0.1%,-6%,-7%,-3%,-5%,i,0,-28%,-3%
O=C(NNC1CC(=O)N(c2ccc(Br)cc2)C1=O)c1cccs1 (stereo unspecified),6.9%,?,-6%,1%,4%,i,4,5%,5%
CCOc1ccc(NC(=S)N(Cc2ccc(N(C)C)cc2)Cc2ccco2)cc1,?,19%,-19%,-1%,-9%,i,-19,-24%,-44%
COc1ccc(NC(=O)Nc2nnc(-c3ccncc3)s2)cc1,0.3%,0%,-24%,0%,4%[11.3 µM],i,-90*,-20%,?
C1=C(c2cccc3ccccc23)N2CCN=C2S1,5.4%,1%,-29%,1%,-15%,i,-11,nt,17%
CCN(CC)S(=O)(=O)c1ccc(NCCCn2ccnc2)c([N+](=O)[O-])c1,0.4%,12%,-12%,-8%,-21%,?,-12,-6%,7%
Cc1cccc(C(=O)NC(=S)N2CCN(C(=S)NC(=O)c3cccc(C)c3)CC2)c1,1.5%,9%,-20%,2%,-11%,i,33,-15%,8%
COc1ccc2c(c1)c1nc3n(c(=O)c1n2CC(=O)Nc1ccccc1)CCCS3,-0.3%,-4%,14%,2%,nt,i,-6,0%,-1%
Cc1ccn2c(CNCc3cnn(C)c3)c(C(=O)N3CCCCCC3)nc2c1,0.5%,-3%,5%,1%,1%,i,14,16%,1%
COc1ccccc1NC(=S)NCC1CCCCC1,0.3%,?,-21%,-8%,nt,?,0,?,-18%
O=C(N/N=C/c1c(O)ccc2ccccc12)c1cccnc1,0.0%,?,2%,-7%,?,?,195,?,5%
S=c1sscc1-c1ccccc1,3.5%,-21%,2%,-8%,-1%,i,?,?,1%
O=C(NC1CCCCCC1)c1cc(-c2ccccn2)nc2ccccc12,-0.1%,15%,0%,-1%,-31%,?,11,-11%,10%
O=C(COC(=O)C12CC3CC(CC(O)(C3)C1)C2)Nc1ccc(Br)cc1F,2.3%,-2%,4%,0%,63%[activator],i,0,16%,-7%
O=c1cc(N2CCN(c3ccccc3)CC2)[nH]c(=O)n1-c1ccccc1Cl,-0.5%,0%,2%,2%,5%,i,0,nt,-8%
COc1ccccc1N1CCN(C(=O)c2ccoc2C)CC1,0.3%,-3%,5%,14%,2%,i,41,4%,?
CCN(CC)CCn1c(=S)[nH]c2ccccc2c1=O,-0.3%,1%,-5%,8%,-15%,i,13,2%,?

# Some of the entries so far, with two lines to a compound:
# The line under a structure holds: Nrf2 activator | MCF10A rereplic | HepG2 viability | A549 tox | ATXN2 expr inh | S2 tox | IL-1B inflam inh | Nrf2 block | TGFb SMAD3 inh
> CCOc1ccc(NC(=S)N(Cc2ccc(N(C)C)cc2)Cc2ccco2)cc1
→ ? | 19% | -19% | -1% | -9% | i | -19 | -24% | -44%
> COc1ccc(NC(=O)Nc2nnc(-c3ccncc3)s2)cc1
→ 0.3% | 0% | -24% | 0% | 4%[11.3 µM] | i | -90* | -20% | ?
> C1=C(c2cccc3ccccc23)N2CCN=C2S1
→ 5.4% | 1% | -29% | 1% | -15% | i | -11 | nt | 17%
> CCN(CC)S(=O)(=O)c1ccc(NCCCn2ccnc2)c([N+](=O)[O-])c1
→ 0.4% | 12% | -12% | -8% | -21% | ? | -12 | -6% | 7%

# 2 compounds picked at random from the list so far:
SMILES,Nrf2 activator,MCF10A rereplic,HepG2 viability,A549 tox,ATXN2 expr inh,S2 tox,IL-1B inflam inh,Nrf2 block,TGFb SMAD3 inh
CCN(CC)CCn1c(=S)[nH]c2ccccc2c1=O,-0.3%,1%,-5%,8%,-15%,i,13,2%,?
Cc1ccn2c(CNCc3cnn(C)c3)c(C(=O)N3CCCCCC3)nc2c1,0.5%,-3%,5%,1%,1%,i,14,16%,1%

# The listing continues:
SMILES,Nrf2 activator,MCF10A rereplic,HepG2 viability,A549 tox,ATXN2 expr inh,S2 tox,IL-1B inflam inh,Nrf2 block,TGFb SMAD3 inh
Cc1cc2nc(-c3ccc[nH]c3=O)n(Cc3cccc(F)c3)c2cc1C,-0.5%,2%,-15%,-8%,8%,i,-17,7%,3%
COc1ccc(-c2cnc3ccccc3n2)cc1NC(=O)CNC(=O)c1ccccc1,3.4%,?,-26%,-17%,38%,i,21,-3%,-1%
CCOC(=O)c1cc(C(C)C)sc1NC(=O)COC(=O)CCS(=O)(=O)c1ccccc1,3.3%,16%,7%,0%,-4%,i,5,3%,-12%
Cc1ccc(C)c(S(=O)(=O)NC(C)CCc2ccccc2)c1 (stereo unspecified),0.3%,10%,-8%,-2%,-14%,i,14,0%,-39%

# Screening data as filed in PubChem BioAssay.

# Compounds as they come; about 8.8% have a hit in one of these screens.
